14-3-3g Raf: modulators of 14-3-3 gamma protein binding, primary screen, biochemical, fluorescence polarization; AID 422, 2006; hit rate 0.19% among 160,000; inhibition, % at 40 µM; FP, 14-3-3gamma / TMR-pS259-Raf peptide binding; in the data active means inhibition above about 30%;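 further: 0% = protein plus tracer without compound and 100% = blank with tracer alone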
Target sequence (P61981 whole entry, looked up): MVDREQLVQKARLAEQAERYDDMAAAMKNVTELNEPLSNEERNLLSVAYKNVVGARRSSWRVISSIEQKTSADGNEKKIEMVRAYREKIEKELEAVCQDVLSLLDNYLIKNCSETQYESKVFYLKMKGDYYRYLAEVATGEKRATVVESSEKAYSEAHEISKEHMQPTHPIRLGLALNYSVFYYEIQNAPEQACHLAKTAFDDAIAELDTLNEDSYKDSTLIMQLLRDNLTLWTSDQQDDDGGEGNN
Numbers without * were called inactive; & = joins results of further samples. Not all compounds are listed. The share of hits here may be higher or lower than overall.

SMILES	14-3-3g Raf
CCCCCCSc1nnc2c(n1)OC(c1ccc(C)o1)N(C(C)=O)c1ccccc1-2 (stereo unspecified)	-3
COc1ccc(C)cc1NC(=O)c1cc2c(CO)cnc(C)c2oc1=N	-3
CCOc1ccc(N(CC(=O)NCc2ccco2)S(C)(=O)=O)cc1	3
CCn1c(COc2ccc(C)cc2)nnc1SCC(=O)Nc1ccc(S(N)(=O)=O)cc1	-3
COc1ccc(Cl)cc1N(C)C(=O)CCn1c(=S)oc2ccccc21	-7
Cc1c(Cl)cccc1NC(=O)C1C(C=C(Cl)Cl)C1(C)C (stereo unspecified)	-4
CCCCn1c(SCC(=O)N2CCCC2)nc2c1c(=O)n(C)c(=O)n2C	4
COc1cccc(CN2CCN(C(=O)c3cccc(F)c3)CC2)c1	-4
CC1=C(C(=O)OCCC(C)C)C(c2ccccc2Cl)NC(=O)N1 (stereo unspecified)	-1
CCOC(=O)c1c(C)oc2c1c(C=NCc1ccccn1)c(O)c1ccccc12	-5
CSc1nc(N)nc(SCc2ccc(F)cc2)c1C#N	-4
Cc1ccccc1N1CC23C=CC(O2)C(C(=O)OC(C)C)C3C1=O (stereo unspecified)	-2
CCOC(=O)C1=C(C)NC2=C(C(=O)c3ccccc32)C1c1ccc(CC)cc1 (stereo unspecified)	-53
O=c1c2ccc(Cl)cc2[nH]c(=S)n1CCc1c[nH]c2ccccc12	-5
CCOc1cc(-c2cc(-c3ccc(N)cc3)nc(N)c2C#N)ccc1O	-15
Cc1sc(C(=O)Nc2ccccc2)c2c1C(=O)NC(C)(c1cccs1)N2 (stereo unspecified)	-9
Oc1c(CN2CCOCC2)cc(COCc2ccccc2)c2cccnc12	-6&-7
Cc1onc(-c2ccccc2Cl)c1C(=O)NCC1CCCO1 (stereo unspecified)	4
CCCCOC(=O)C1=C(C)NC2=C(C(=O)CC(C)(C)C2)C1c1ccc(Cl)cc1 (stereo unspecified)	-2
CC(C)Oc1ccccc1C1CC(=O)Nc2cc3c(cc21)OCCO3 (stereo unspecified)	6&6
Cc1cccc(OCCCC(=O)Nc2ccc3c(c2)OCO3)c1	2&-10
Oc1ccc(-c2nc3ccc(Cl)cn3c2Nc2ccc3c(c2)OCCO3)cc1	-28
CC(=O)NC(CCS(C)(=O)=O)C(=O)Nc1cccc(C(C)=O)c1 (stereo unspecified)	0&8
Cc1cccc(CN2CCN(CC(=O)NCc3cccs3)C2=O)c1	-2
CC(=O)OCCCN1C(=O)c2ccc(Oc3cccc([N+](=O)[O-])c3)cc2C1=O	-6
COc1cccc(C2C(=O)N(C3CCC(C)CC3)CC(=O)N2CCC2=CCCCC2)c1OC (stereo unspecified)	-4
N#CCc1nc(=O)c2ccccc2s1	-19
CCC(C)(C(=O)NC1CCCCC1)N(CC1CCCO1)C(=O)c1cnccn1 (stereo unspecified)	-9
O=P(OC1CCS(=O)(=O)C1)(c1ccccc1)c1ccccc1 (stereo unspecified)	3
O=C(Nc1ncc(Br)s1)C(Cc1ccccc1)n1cccc1 (stereo unspecified)	-1

16 structures from above, arranged by molecular weight, rising.
SMILES	14-3-3g Raf
N#CCc1nc(=O)c2ccccc2s1	-19
Cc1cccc(OCCCC(=O)Nc2ccc3c(c2)OCO3)c1	2&-10
Cc1onc(-c2ccccc2Cl)c1C(=O)NCC1CCCO1 (stereo unspecified)	4
Cc1c(Cl)cccc1NC(=O)C1C(C=C(Cl)Cl)C1(C)C (stereo unspecified)	-4
Cc1cccc(CN2CCN(CC(=O)NCc3cccs3)C2=O)c1	-2
CCOc1cc(-c2cc(-c3ccc(N)cc3)nc(N)c2C#N)ccc1O	-15
CCOc1ccc(N(CC(=O)NCc2ccco2)S(C)(=O)=O)cc1	3
COc1ccc(C)cc1NC(=O)c1cc2c(CO)cnc(C)c2oc1=N	-3
CCOC(=O)C1=C(C)NC2=C(C(=O)c3ccccc32)C1c1ccc(CC)cc1 (stereo unspecified)	-53
O=C(Nc1ncc(Br)s1)C(Cc1ccccc1)n1cccc1 (stereo unspecified)	-1
CC(=O)OCCCN1C(=O)c2ccc(Oc3cccc([N+](=O)[O-])c3)cc2C1=O	-6
CCOC(=O)c1c(C)oc2c1c(C=NCc1ccccn1)c(O)c1ccccc12	-5
CCC(C)(C(=O)NC1CCCCC1)N(CC1CCCO1)C(=O)c1cnccn1 (stereo unspecified)	-9
CCCCOC(=O)C1=C(C)NC2=C(C(=O)CC(C)(C)C2)C1c1ccc(Cl)cc1 (stereo unspecified)	-2
COc1cccc(C2C(=O)N(C3CCC(C)CC3)CC(=O)N2CCC2=CCCCC2)c1OC (stereo unspecified)	-4
CCn1c(COc2ccc(C)cc2)nnc1SCC(=O)Nc1ccc(S(N)(=O)=O)cc1	-3

Additional structures follow:
SMILES	14-3-3g Raf
O=C(O)c1ccccc1C(=O)Nc1cccc2cccnc12	53*
COc1cc(NC(=O)c2cccs2)c(OC)cc1NC(=O)c1ccco1	-11
O=C(Nc1nnc(CCS(=O)(=O)c2ccc3ccccc3c2)s1)c1ccc(F)cc1	-1
CCOC(=O)C(NC(=O)c1ccc(OC)cc1)(Nc1ccc(C)cc1)C(F)(F)F (stereo unspecified)	2
Cc1ccc(CNC(=O)c2cc3ccccc3c(=O)o2)cc1	1
CCOC(=O)N1CCN(C(=O)c2ccc(C#CC3(O)CCCCC3)cc2)CC1	8
COc1cccc(Nc2ncc([N+](=O)[O-])cc2[N+](=O)[O-])c1	3
O=C(CN1CCN(c2ccc([N+](=O)[O-])c(N3CCCCC3)c2)CC1)N1CCOCC1	-9
Cc1cc(NC(=O)CSc2ccc3nnc(-c4cccnc4)n3n2)no1	-2
CC1=C(C(=O)Nc2ccc(C)cn2)C(c2ccc(N(C)C)cc2)C2=C(CCCC2=O)N1 (stereo unspecified)	-5
CCOC(=O)c1[nH]c(C(=O)O)c(CCC(=O)OC)c1C	-4&-9
COC(=O)C1=CN(C)C=C(C(=O)OC)C1c1ccc(F)cc1	-1
COc1ccc(Cn2c(SCc3ccc(F)cc3)nc3ccc(N4CCOCC4)cc3c2=O)cc1	-6
CCN(C(=O)Cc1c(C(=O)O)[nH]c2ccccc12)c1cccc(C)c1	1
Cc1c(C(=O)Nc2ccccc2)oc2c1C(=O)CC(C)(C)C2	7
C=CCn1cc(C(=O)NCCC2=CCCCC2)c(=O)c2cc(S(=O)(=O)N3CCCCCC3)ccc21	6
Cc1ccc(S(=O)(=O)N(C(=O)c2ccncc2)c2ccc3oc4c(c3c2)CCCC4)cc1[N+](=O)[O-]	-2
C/C(=C(\C#N)C(=O)NCCN1CCOCC1)N(C)C	-4
CNC(=O)CN(c1cc(C(F)(F)F)ccc1Cl)S(=O)(=O)c1ccccc1	-1
O=C(CS(=O)(=O)c1ccc(Br)cc1)c1ccccc1	-12
COc1cc(C(=O)Nc2c3c(nn2-c2ccc(F)cc2)CSC3)cc(OC)c1OC	-6
Clc1ccc(OCc2nnc(-c3ccccc3Br)o2)cc1	-9
O=C(O)CCc1ccc(-c2ccc(Br)cc2)n1Cc1ccco1	-37
Cc1ccc2cccc(Oc3nnnn3-c3ccccc3)c2n1	-2
O=[N+]([O-])c1ccccc1S(=O)(=O)N1CCN(Cc2cccs2)CC1	-5
O=C(CCN1C(=O)COc2ccccc21)NCCCN1CCN(c2ccccc2F)CC1	-8
CC1=C(C(=O)Nc2cc(C)ccn2)C(c2ccccc2C)C2=C(CCCC2=O)N1 (stereo unspecified)	-2
CCOC(=O)C1CCN(C(=O)C2CCN(S(=O)(=O)c3ccc(OC)cc3)CC2)CC1	-3
CCCc1nc2ccccc2c(=O)n1NC(=O)c1c(O)c2ccccc2[nH]c1=O	-5
CCn1cc(C(=O)N2CCOCC2)c(=O)c2cc(S(=O)(=O)N3CCC(C)CC3)ccc21	-11
O=C(C1CCN(S(=O)(=O)c2cccc3nsnc23)CC1)N1CCN(C2CCCCC2)CC1	-3
CCCS(=O)(=O)N1CCCC(C(=O)NCCCOC)C1 (stereo unspecified)	3
CC1=NN(c2ccccc2)C(=O)C1C(c1ccccc1Cl)C(C#N)C#N (stereo unspecified)	2
Cc1ccc(/C(O)=C2\C(=O)C(=O)N(CC(C)C)C2c2cccnc2)cc1 (stereo unspecified)	-13
Clc1ccccc1Cn1c(CNc2ccccc2)nc2ccccc21	-14
CC1CC(C)CN(S(=O)(=O)N2CCCC(C(=O)NCCN3CCCC3)C2)C1 (stereo unspecified)	-6
CC(Nc1nc(N2CCOCC2)nc2ccccc12)C12CC3CC(CC(C3)C1)C2 (stereo unspecified)	-2
O=C(Cc1c(C(=O)O)[nH]c2ccc(Cl)cc12)NCc1ccco1	7
CCOc1ccc(CNC(=O)c2cc3cc4cc(OC)ccc4nc3s2)cc1	-31
O=C(CCCn1c(=S)[nH]c2cc3c(cc2c1=O)OCO3)NCCc1ccc(Cl)cc1	-13
O=C(COc1ccccc1)Nc1c2c(nn1-c1cccc(Cl)c1)CS(=O)(=O)C2	-14
CCOc1ccc(OCC)c(NC(=O)C2CCN(S(=O)(=O)c3cccc4cccnc34)CC2)c1	-239
CCOCCOC(=O)C1=C(C)NC2=C(C(=O)CC(c3ccccc3)C2)C1c1ccc([N+](=O)[O-])cc1 (stereo unspecified)	3
CCN(CC)C(=O)c1nn(-c2ccccc2OC)c(=O)c2ccccc12	-3
O=C(Nc1ccc(NC(=O)c2cc3ccccc3o2)cc1)c1cccc(Cl)c1	-2

Quoted from the results shown for reference:
SMILES	14-3-3g Raf
O=C(C1CCN(S(=O)(=O)c2cccc3nsnc23)CC1)N1CCN(C2CCCCC2)CC1	-3
CCCS(=O)(=O)N1CCCC(C(=O)NCCCOC)C1 (stereo unspecified)	3

(listing goes on)
SMILES	14-3-3g Raf
CCOC(=O)c1sc2ncnc(N3CCc4ccccc4C3)c2c1C	3
Cc1ccccc1OCCCCCn1ccnc1	-9
OCc1nn2c(c1Cl)NC(c1ccco1)CC2C(F)(F)F (stereo unspecified)	-7
COc1cc2[nH]c(=S)n(Cc3ccc(C)o3)c(=O)c2cc1OC	-6
O=C1C(=O)N(Cc2ccc([N+](=O)[O-])cc2)c2ccc(Br)cc21	-7
CC1CCC2(CC1)SCC(=O)N2c1ccc(F)cc1 (stereo unspecified)	-1
CC1=C(C(=O)OCCC#N)C(c2cc3c(cc2Br)OCO3)NC(=O)N1 (stereo unspecified)	-1
O=C(O)c1cc(-c2ccc([N+](=O)[O-])c(C(=O)O)c2)ccc1[N+](=O)[O-]	2
COc1ccc([N+](=O)[O-])cc1C(=O)Nc1cc2cc([N+](=O)[O-])ccc2oc1=O	-13
COC(=O)c1[nH]c2ccc(C)cc2c1NC(=O)CN1CCN(c2ccccc2)CC1	-8
COc1ccc(Cl)cc1N(CC(=O)Nc1ccccc1C(=O)NCc1ccco1)S(C)(=O)=O	-5
COc1cccc(-c2nc(CS(=O)CC(=O)NCc3ccccc3Cl)c(C)o2)c1 (stereo unspecified)	-3
Clc1ccc(Cc2nn3c(Cn4nnc5ccccc54)nnc3s2)cc1	-6
CCOC(=O)c1cnc2c(C)c(Cl)ccc2c1Nc1ccccc1	-9
COC(=O)c1ccc2c(=O)n(CCc3c[nH]c4ccccc34)c(=S)[nH]c2c1	3
COc1ccc(OC)c(NC(=O)c2cccc(N3C(=O)C4C5CCC(C5)C4C3=O)c2)c1 (stereo unspecified)	-2
O=C(Nc1nc2ccc([N+](=O)[O-])cc2s1)c1ccc(S(=O)(=O)N2CCc3ccccc3C2)cc1	-118
COc1cc(NC(=O)COc2ccccc2C(C)(C)C)c(OC)cc1Cl	8
O=C(c1ccc2c(=O)n(CC3CCCO3)c(=O)[nH]c2c1)N1CCN(Cc2ccccc2)CC1 (stereo unspecified)	-6
COc1ccc(C2=NN3C(C2)c2cc(OC)ccc2OC3c2ccc(OC)c(OC)c2)cc1 (stereo unspecified)	-16
CC1CC(C)CN(CCCNC(=O)C2CCC(=O)N2C2CCCC2)C1 (stereo unspecified)	-3&-2
CC(=O)Nc1ccc(N=Cc2ccco2)cc1	-13
CCOC(=O)c1ccc(NC(=O)c2cnc3n(c2=O)CCS3)cc1	-6
CCn1cc(C(=O)N2CCc3ccccc32)c(=O)c2cc(S(=O)(=O)N(C)C3CCCCC3)ccc21	-2
COc1cccc(C2NC(=O)NC(C)=C2C(=O)OCCSC)c1OC (stereo unspecified)	3&-7
CSCCC(NC(=O)c1ccco1)C(=O)OC(C)C(=O)NC(=O)NC1CCCCC1 (stereo unspecified)	-4
O=C(C(Cc1ccccc1)NS(=O)(=O)c1ccc(Br)s1)N1CCN(C2CCCCC2)CC1 (stereo unspecified)	-2
Cc1nc(-c2ccccc2)nc2[nH]c(=O)n(-c3ccccc3)c(=O)c12	-5
O=C(NCn1ccc(=O)[nH]c1=S)c1ccccc1	-7
CCOC(=O)c1cc2c(oc1=O)c(C(C)(C)C)cc1oc3c(c12)CCCC3	1
O=C1C(C=Nc2ccccc2O)=C(O)c2ccccc21	-6
O=C(NC1CCCC1)C1CC(c2ccc(F)cc2)=NO1 (stereo unspecified)	-1
C=CCOC(=O)C1=C(C)NC2=C(C(=O)CC(C)(C)C2)C1c1ccc(I)cc1 (stereo unspecified)	-19
CCC1CCCCN1S(=O)(=O)c1ccc2[nH]c(=O)c(=O)[nH]c2c1 (stereo unspecified)	0
O=C(NCCCN1CCCCCC1)c1cc(=O)[nH]c2ccc(S(=O)(=O)N3CCCCCC3)cc12	-8
O=C(NCCc1ccc(Cl)cc1)c1ccc2c(=O)n(Cc3ccc4c(c3)OCO4)c(=O)[nH]c2c1	5
O=C(NCCN1CCN(C(=O)c2ccc(Cl)cc2)CC1)C(=O)Nc1ccc(F)cc1	-26
O=C(Nc1cccc([N+](=O)[O-])c1)C(c1ccccc1)c1ccccc1	-10
COCCNC(=O)CN1CCC(n2c(C)nc3cc(C(F)(F)F)ccc32)CC1	-14
O=C1CC(N2CCN(Cc3ccc4c(c3)OCO4)CC2)C(=O)N1c1ccc(OC(F)(F)Cl)cc1 (stereo unspecified)	-1
Cn1c(Cn2cnc(Cl)c2Cl)nc2ccccc21	4&-18
Cc1nn(C)c(C)c1S(=O)(=O)N1CCC(C(=O)NC2CCCCC2)CC1	-4
CCOC(=O)c1c(NC(=O)CSc2nc3c([nH]c4ccccc43)c(=O)n2C)sc2c1CCC2	-44
